From PubChem BioAssay
MCF10A rerep: induces DNA re-replication in MCF 10a normal breast cells | MCF 10A DNA re-replication, Hoechst nuclear intensity, 48 h | Potency, µM (highest dose often 46.1 µM), without a hit: at the top dose activity, positive = re-replication, hits mostly activators | AID 624296 | hit rate 2.9% among 350,000; further: potency means the concentration at half of the fitted maximal effect; % of control where 0% means no effect; nearly all actives have a fitted effect of over 50% in size
KB-V1 cytotox: KB-V1 MDR subline cytotoxicity; Potency, µM (series often up to 46.1 µM), inactives show at the highest dose activity change, negative = cytotoxicity, usual class: cytotoxic; hit rate 3.4% among 400,000; KB-V1 MDR cells viability, CellTiter-Glo, 72 h; further: potency means the concentration at half of the fitted maximal effect; on the % scale 0 is the no-effect control and ±100 the full control effect; nearly all actives have a fitted effect of over 60% in size
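Potencies derive from concentration-effect curves fitted to normalized luminescence (CellTiter-Glo) of KB-V1 cells treated for 72 h at 37 degrees C in phenol-red-free DMEM containing 10% FBS.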
WRN helicase inh: inhibitors of human WRN helicase; Potency, µM (series often up to 114 µM), for the others: at the highest dose activity change, negative = inhibition, hits mostly inhibitors; AID 651768; hit rate 0.46% among 360,000; WRN helicase unwinding, fluorescent forked duplex, kinetic; Q14191; further: potency means the concentration at half of the fitted maximal effect; on the % scale 0 is the no-effect control and ±100 the full control effect; nearly all actives have a fitted effect of over 55% in size
Target sequence (Q14191 whole entry, looked up): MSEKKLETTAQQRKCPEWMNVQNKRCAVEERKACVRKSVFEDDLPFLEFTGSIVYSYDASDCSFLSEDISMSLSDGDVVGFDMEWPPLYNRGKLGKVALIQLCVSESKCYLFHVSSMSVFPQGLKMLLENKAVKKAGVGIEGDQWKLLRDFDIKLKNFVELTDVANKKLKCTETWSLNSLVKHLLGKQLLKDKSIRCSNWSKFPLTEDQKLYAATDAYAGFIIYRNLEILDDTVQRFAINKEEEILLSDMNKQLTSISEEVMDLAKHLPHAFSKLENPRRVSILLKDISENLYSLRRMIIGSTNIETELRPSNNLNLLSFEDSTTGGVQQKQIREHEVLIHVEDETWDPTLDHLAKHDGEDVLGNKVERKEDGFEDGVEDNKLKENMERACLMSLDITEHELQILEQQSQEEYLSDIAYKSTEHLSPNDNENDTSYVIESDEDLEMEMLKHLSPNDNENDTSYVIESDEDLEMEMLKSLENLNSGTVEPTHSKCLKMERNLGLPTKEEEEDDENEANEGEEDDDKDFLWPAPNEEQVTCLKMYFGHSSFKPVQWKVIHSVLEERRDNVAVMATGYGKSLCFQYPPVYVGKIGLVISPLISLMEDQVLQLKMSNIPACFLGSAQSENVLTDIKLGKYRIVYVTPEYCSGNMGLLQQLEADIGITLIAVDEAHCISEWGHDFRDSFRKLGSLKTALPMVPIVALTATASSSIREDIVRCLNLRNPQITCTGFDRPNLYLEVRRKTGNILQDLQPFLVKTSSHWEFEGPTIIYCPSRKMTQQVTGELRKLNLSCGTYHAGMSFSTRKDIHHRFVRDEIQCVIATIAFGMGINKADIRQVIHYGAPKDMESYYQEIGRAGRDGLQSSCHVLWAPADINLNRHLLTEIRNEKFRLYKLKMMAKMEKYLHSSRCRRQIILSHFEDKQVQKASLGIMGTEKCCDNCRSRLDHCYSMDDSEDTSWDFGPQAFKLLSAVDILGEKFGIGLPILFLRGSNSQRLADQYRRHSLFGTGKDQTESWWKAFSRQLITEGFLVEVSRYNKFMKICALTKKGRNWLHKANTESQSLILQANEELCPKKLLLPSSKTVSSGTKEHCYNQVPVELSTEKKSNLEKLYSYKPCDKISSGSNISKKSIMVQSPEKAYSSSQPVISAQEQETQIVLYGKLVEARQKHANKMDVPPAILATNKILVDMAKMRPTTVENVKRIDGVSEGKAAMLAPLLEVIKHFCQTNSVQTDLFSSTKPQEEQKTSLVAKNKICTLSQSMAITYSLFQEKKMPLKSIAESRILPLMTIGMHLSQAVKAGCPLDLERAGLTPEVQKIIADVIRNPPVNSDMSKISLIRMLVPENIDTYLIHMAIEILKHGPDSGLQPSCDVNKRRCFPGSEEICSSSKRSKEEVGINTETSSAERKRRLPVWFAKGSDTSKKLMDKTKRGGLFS
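Screening of the MLSMR collection measured strand separation of a quenched forked DNA duplex (100 nM) by 20 nM WRN with 2 mM ATP, all final. Compounds were preincubated with enzyme 15 min at room temperature.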
ATXN2 expr inh: reduces ATXN2 reporter expression in HEK-293 cells | HEK-293 ATXN2-luciferase reporter, luminescence, 24 h | Potency, µM (titrated, usually from 57 µM), for inactives: at the highest dose activity change, negative = inhibition, hits mostly inhibitors | hit rate 0.72% among 360,000 | AID 1745845; further: potency means the concentration at half of the fitted maximal effect; on the % scale 0 is the no-effect control and ±100 the full control effect; nearly all actives have a fitted effect of over 55% in size
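qHTS (up to 57 uM final) was run with 24 h compound exposure of reporter cells at 37 °C. Each well was multiplexed: SteadyGlo luminescence measured ATXN2-luciferase expression after a fluorogenic Gly-Phe-AFC viability readout (25 uM final).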
IL-1B inflam inh: inflammasome signaling inhibition, IL-1 beta readout. THP-1 LPS/ATP IL-1B secretion, AlphaLISA, 16 h; stronger effect = lower value. activity change, % at 57.5 µM. hit rate 4.7% among 360,000. AID 743279; in the data active means activity change below about -50%; inconclusive means mostly about -30% to -49%; further: on the % scale 0 is the no-effect control and ±100 the full control effect
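THP-1 cells pretreated 1 hr with compounds (up to 57.5 uM final), then stimulated with LPS (250 ng/mL final) plus ATP (1.25 mM final); secreted IL-1B measured by AlphaLISA after 16 hr, decreased signal indicating inhibition.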
KB-3-1 tox: kills parental KB-3-1 adenocarcinoma cells; KB-3-1 viability, CellTiter-Glo ATP luminescence, 72 h; hit rate 1.4% among 400,000; Potency, µM (doses to about 46.1 µM), inactives show at the highest dose activity change, negative = cytotoxic, most hits filed as cytotoxic; further: potency means the concentration at half of the fitted maximal effect; on the % scale 0 is the no-effect control and ±100 the full control effect; nearly all actives have a fitted effect of over 60% in size
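Luminescent ATP read-out (CellTiter-Glo) measures survival of drug-naive KB-3-1 cells after 72 h compound exposure at 37 °C. Titration series was screened from lowest to highest concentration, with DMSO vehicle plates as background controls.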
SW480 rerep: DNA re-replication induction in SW480 cells; hit rate 1.8% among 340,000; AID 624297; Potency, µM (titrated, usually from 46.1 µM), inactives show at the highest dose re-replication activation, most hits filed as activators; SW480 DNA re-replication, Hoechst DNA content imaging, 48 h; further: potency means the concentration at half of the fitted maximal effect; % of control where 0% means no effect; nearly all actives have a fitted effect of over 55% in size
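Hoechst fluorescence of nuclei (405 nm excitation, 500-530 nm emission) measured by plate-scanning imager after 48 hr compound exposure at 37 C; re-replication scored as increased number of nuclei with elevated intensity.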
HT1080-NT tox: kills 2HG-producing HT-1080-NT fibrosarcoma cells | AID 686970 | hit rate 1.6% among 360,000 | HT-1080-NT fibrosarcoma viability, CellTiter-Glo ATP luminescence, 48 h | Potency, µM (doses to about 46.1 µM), inactives show top-dose activity, negative = less viability, hits mostly cytotoxic;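 further: NT is the 2HG producing partner of a matched IDH1 knockdown line; potency means the concentration at half of the fitted maximal effect; 0% = DMSO-treated cells and -100% = media-only wells without cells; nearly all actives have a fitted effect of over 55% in size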
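HT-1080-NT fibrosarcoma cells (2HG-overproducing), 750 cells/well in RPMI with 5% FBS, dosed after 2 h and incubated 48 h at 37C. CellTiter-Glo luminescence normalized to DMSO and no-cell wells; concentration-response curves fitted and classed.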
HT1080 IDH1KD tx: kills HT-1080 cells with IDH1 knockdown. Potency, µM (titrated, usually from 46.1 µM), without a hit: top-dose activity, negative = toxicity, usual class: cytotoxic. HT-1080 IDH1 knockdown viability, ATP luminescence, 48 h. hit rate 2% among 360,000;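 further: potency means the concentration at half of the fitted maximal effect; 0% = DMSO wells and -100% = cell-free medium wells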
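Cytotoxicity counter-line: IDH1KD HT-1080, 48 h, CellTiter-Glo. Curves classed by r2, magnitude and activity.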
An asterisk follows results filed as active; ? = inconclusive; / = no result given; & = joins results of further samples; [ ] = remark or other dose. Unless noted, the call rests on the fitted dose curve; in most records, active means well fitted curve in the direction sought with a large enough effect; inconclusive means small, poorly fitted or top-dose-only effect, or another doubt; inactive means no such curve, though single readings can be large; an effect the other way counts as inactive or inconclusive.

Results follow in this order: MCF10A rerep	HT1080-NT tox	HT1080 IDH1KD tx	SW480 rerep	WRN helicase inh	KB-3-1 tox	KB-V1 cytotox	ATXN2 expr inh	IL-1B inflam inh
> COc1ccc(C(CC(=O)Nc2ncccc2C)N2Cc3ccccc3C2=O)cc1OC (centres undefined)
 : 6%	-10%	-12%	7%	0%	1%&12%	?	10%&6%	20
> CC(C)CNc1nc(Oc2ccc(=O)n(C)n2)nc(N2CCOCC2)n1
 : 9%	11%	-5%	-5%	-19%	5%	-5%	63%[activator]	5
> Cc1nc2ccccc2c(=O)n1/N=C/c1ccc(OC(F)F)cc1
 : -11%	27%	10%	-8%	9%	19%	-4%	8%	-11
> CCC(C)N(C(=O)CN1C(=O)NC2(CCc3ccccc32)C1=O)C1CCS(=O)(=O)C1 (centres undefined)
 : 14%	0%	2%	-5%	-23%	/	/	-5%	6
> Cc1cccc(CS(=O)(=O)Cc2ccc(C(=O)O)o2)c1
 : -3%	4%	16%	2%	2%	8%	?	-13%	-3
> CC(C)CN1CCC(=O)N(CCO)CC1
 : 6%	17%	1%	-6%	1%	-13%&7%	-8%&-8%	10%	-9
> CCOC(=O)c1c(CN(CC)CC)oc2cc(Br)c(O)cc12
 : -2%	-6%	-1%	?	-6%	-23%	?	-27%	-9
> COc1ccc(C(=O)Nn2c(SCC(=O)NC3CCCCC3)nc3ccccc3c2=O)cc1
 : 9%	?	-21%	-12%	-21%	-3%	18µM*	?	?
> O=C(CN(Cc1ccccc1)C(=O)CCl)c1cccc(Br)c1
 : ?	21µM*	16µM*	?	-12%	?	-8%	22µM*	-98*
> CC(C)N1C(=O)C(Cc2nc3ccccc3c(=O)n2-c2ccccc2)c2ccccc21 (centres undefined)
 : 4%	-7%	-6%	12%	-7%	7%	-3%	-11%	-1

Reprinted from the part before: 5 entries; new compounds follow.
Results follow in this order: MCF10A rerep	HT1080-NT tox	HT1080 IDH1KD tx	SW480 rerep	WRN helicase inh	KB-3-1 tox	KB-V1 cytotox	ATXN2 expr inh	IL-1B inflam inh
> CC(C)CN1CCC(=O)N(CCO)CC1
 : 6%	17%	1%	-6%	1%	-13%&7%	-8%&-8%	10%	-9
> CCOC(=O)c1c(CN(CC)CC)oc2cc(Br)c(O)cc12
 : -2%	-6%	-1%	?	-6%	-23%	?	-27%	-9
> COc1ccc(C(=O)Nn2c(SCC(=O)NC3CCCCC3)nc3ccccc3c2=O)cc1
 : 9%	?	-21%	-12%	-21%	-3%	18µM*	?	?
> O=C(CN(Cc1ccccc1)C(=O)CCl)c1cccc(Br)c1
 : ?	21µM*	16µM*	?	-12%	?	-8%	22µM*	-98*
> CC(C)N1C(=O)C(Cc2nc3ccccc3c(=O)n2-c2ccccc2)c2ccccc21 (centres undefined)
 : 4%	-7%	-6%	12%	-7%	7%	-3%	-11%	-1
> Cc1cnc(NC(=O)CC2OC(=O)c3ccccc32)s1 (centres undefined)
 : -15%	8%	8%	-76%[inhibitor]	2%	0%	-8%	-19%	16
> O=C(CCn1[nH]c(=O)c2ccccc2c1=O)N1CCOCC1
 : -1%	22%	23%	-1%[9.22 µM]	4%	-2%	0%	-5%	14
> Cc1ccc(-c2nnn(CC(=O)N(CCCO)C(C(=O)NC3CCCC3)c3ccc(F)cc3)n2)o1 (centres undefined)
 : -19%	23%	9%	-23%	0%	14%	9%	3%	-11
> CC(C)[C@@H](COc1ccccc1)N1CCN(Cc2ccccc2)CCC1=O
 : -1%	3%	11%	-6%	-2%	-9%&-5%	?	-8%	-4
> CN1CCN(CC(O)(c2ccc(Cl)cc2)c2ccc(Cl)cc2)CC1
 : -1%	18µM*	21µM*	28%	-22%	-24%	0%	-11%[11.3 µM]	-85*
> COc1ccc(N2CCC(CNC(=S)Nc3c(C)cccc3C)C2)cc1 (centres undefined)
 : 5%	-19%	-5%	-1%	0%	-27%	-21%	0%	-83*
> Cc1cccnc1NS(=O)(=O)c1cccc([N+](=O)[O-])c1
 : 2%	4%	0%	11%	-18%[57.1 µM]	1%	0%	-3%	19
> COc1nc2c(C)cccc2cc1-c1noc(-c2ccco2)n1
 : ?	-2%	-3%	-1%	-17%	-12%	1%	5%	5
> COc1ccc(S(=O)(=O)N2CCCCC2)cc1NC(=O)Cc1cccc(C(F)(F)F)c1
 : 2%	-9%	-7%	-1%	-3%	18%	0%	1%	9
> CCOC(=O)c1c(C)[nH]c(C)c1C(=O)COC(=O)c1cc2ccccc2cc1OC
 : 7%	-2%	-10%	-2%	-22%	-5%	?	-18%	-11

Continuation.
Results follow in this order: MCF10A rerep	HT1080-NT tox	HT1080 IDH1KD tx	SW480 rerep	WRN helicase inh	KB-3-1 tox	KB-V1 cytotox	ATXN2 expr inh	IL-1B inflam inh
> CC(C)(C)C1(c2ccccc2)NC(=O)N(CC(=O)N2CCOCC2)C1=O (centres undefined)
 : 1%	6%	2%	-16%	-1%	-6%	10%	/	-5
> CC(C)(CNC(=O)/C=C/c1ccc(F)cc1)CNC(=O)/C=C/c1ccc(F)cc1
 : -4%	?	?	-2%	-11%	5%	?	4%	-88*
> O=C(CN1CCNCC1)Nc1ccc(Oc2ccccc2)cc1
 : ?	-18%	-21%	6%	9%	-19%	8%	-6%	16
> CN(Cc1ccccc1)C(=O)CCC1CCN(C(=O)c2ccco2)CC1
 : /	2%	0%	/	-2%	8%	?	/	-8
> CN1CCC(OC(=O)COc2ccccc2)CC1
 : -2%	4%	14%	-14%	6%	7%	6%	0%	22
> CC(C)C(=O)Nc1cccc(-c2csc(-c3ccccc3)n2)c1
 : ?	?	?	5%	-11%	-4%	-2%	63%[activator]	?
> CC(=O)NC(Cc1ccccc1C)C(=O)NC1CCN(C(=O)NCc2ccccc2)CC1 (centres undefined)
 : -3%	9%	5%	9%	-3%	12%	4%	0%	9
> CC1(C)Cc2cccc(OCC(=O)OCC(=O)c3ccccc3)c2O1
 : ?	1%[9.24 µM]	-5%	-2%	5%	-7%	-3%	-6%	-11
> CCOC(=O)C1(C)C(=O)CC2c3nc4ccccc4cc3CN2C1=O (centres undefined)
 : /	-24%	-6%	/	70%[activator]	0%	10%	/	0
> CC1CCCC(C)N1C(=O)Nc1cccc(Cl)c1 (centres undefined)
 : -2%	-1%	2%	-4%	1%	4%	7%	8%	3

(cont.)
Results follow in this order: MCF10A rerep	HT1080-NT tox	HT1080 IDH1KD tx	SW480 rerep	WRN helicase inh	KB-3-1 tox	KB-V1 cytotox	ATXN2 expr inh	IL-1B inflam inh
> CC1CC(C)(C)CC2(C1)NC(=O)N(CC(=O)Nc1c(F)cccc1F)C2=O (centres undefined)
 : -3%	10%	6%	4%	2%	17%	16%	11%	-5
> COc1ccc(C2OCC3(O)C(c4ccc(OC)c(OC)c4)OCC23)cc1OC (centres undefined)
 : 2%	0%	0%	-3%	-2%	5%	25%	-1%	-9
> O=C(COC(=O)/C=C/c1ccc(F)cc1)NCC1CCCO1 (centres undefined)
 : -8%	10%[9.24 µM]	9%	4%	-2%	-25%	?	11%	-10
> COc1ccc(C2/C=C\CN(C(=O)Nc3ccccc3)CC(=O)N2Cc2ccc(F)cc2)cc1 (centres undefined)
 : -3%	-1%	-2%	-9%[9.22 µM]	-3%	0%	4%	-22%	2
> COc1ccc2c(c1)CC/C(=C\C=C\c1ccccc1OC)C2=O
 : ?	20%	19%	12%	-2%	-6%	0%	17%	-1
> O=C(Cn1cnc2ccccc2c1=O)Nc1ccc2c(c1)OCCO2
 : 6%	-1%	6%	-1%	7%	16%	?	65%[activator]	-3
> CCC(=O)Nc1c(S(=O)(=O)c2ccc(C)cc2)c2nc3ccccc3nc2n1C(C)c1ccccc1 (centres undefined)
 : ?	-13%	-16%	?	-27%[57.1 µM]	-10%	?	-16%	2
> CC(=O)Nc1ccc(NC2CCCCC2NS(=O)(=O)c2ccc(Cl)cc2)cc1 (centres undefined)
 : 0%	-1%	-1%	0%	2%[57.1 µM]	?	-11%	-9%	22
> CC(=O)NCCn1c(SCC(=O)NCCC2=CCCCC2)nc2ccccc2c1=O
 : 1%	8%	1%	-8%	10%	7%	-16%	/	21
> Cc1cccc(C(=O)N2CCCC(N3CCN(c4ccccc4F)CC3)C2)n1 (centres undefined)
 : 6%	13%	13%	-3%	-8%	-1%	-25%	5%	-7

(list continues)
Results follow in this order: MCF10A rerep	HT1080-NT tox	HT1080 IDH1KD tx	SW480 rerep	WRN helicase inh	KB-3-1 tox	KB-V1 cytotox	ATXN2 expr inh	IL-1B inflam inh
> COc1ccc(Cl)cc1NC(=O)CN(C)C(=O)C1CCN(C(=O)Nc2ccccc2)CC1
 : -4%	-2%	3%	1%	-3%	2%	?	-4%	-3
> CN1C(=O)C(=O)/C(=C(/O)c2ccccc2)C1c1ccc([N+](=O)[O-])cc1 (centres undefined)
 : -1%	8%	14%	-39%[inhibitor]	2%	15%	11%	-9%	0
> O=C1CC2(CCCCC2)Oc2ccc(F)cc21
 : 22%	0%	16%	1%	-1%	6%	?	5%	23
> Cn1c(/C(C#N)=N/O)nc2ccccc21
 : -1%	10%	8%	-1%	-2%	9%	5%	1%	2
> FC(F)Sc1ccc(NC(=S)NC2CCCC2)cc1
 : 18%	-9%	-17%	-1%	-10%	-25%	?	28%	-3
> OCC1(CCc2ccccc2)CCN(Cc2cc(Cl)ccc2O)CC1
 : ?	-29%	?	11%	-5%	7%	-21%	0%	-85*
> COCCCN1C(=O)C(CC(=O)NC2CCCCC2)CC(C(=O)N(C(C)C)C(C)C)=C1C (centres undefined)
 : /	2%	12%	/	-4%	0%	-4%	9%	0
> Cc1c(-c2ccc(F)cc2)nc(N)c(C#N)c1-c1ccco1
 : ?	?	13µM*	-13%	-7%	-4%	-1%	/	3
